MPTP inh: mitochondrial permeability transition pore inhibitors, primary screen, biochemical, isolated mouse mitochondria, absorbance; 1.4% of 360,000 active; AID 602449, 2012; Ca2+ swelling absorbance, 30 min; inhibition, % at 10 µM;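 active = inhibition of 50% or more, scaled per plate between neutral and stimulator controls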;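 note: 0% = DMSO wells given calcium and 100% = 1 mM EGTA wells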
beta cell repl: inducers of MIN6 beta-cell proliferation, primary screen, ATP luminescence, uHTS; MIN6 cells proliferation, ATPlite luminescence, 48 h; cells starved in 0.2% serum; 100% = growth in 10% serum; proliferation, % at 10 µM; 0.29% of 330,000 active;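 active = compounds whose signal lies at least 3.5 SD above the mean of all wells on their plate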;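 note: 0% = DMSO-treated cells in low-serum medium and 100% = 10% serum control; some compounds called inactive have numbers as strong as hits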
mIAP activ: activators of mouse IAP, primary screen, biochemical, luminescence, uHTS | activation factor at 10 µM | AID 2805, 2010 | 0.24% of 330,000 active | intestinal alkaline phosphatase [Mus musculus] | muIAP, CDP-Star luminescence, 30 min; active compounds read high; 1 = vehicle-only enzyme signal, 0 = enzyme-free wells;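 active = activation factor of at least 2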; note: the source names both 10 and 20 µM as test concentration; values of inactives mirror those of a sister screen read the other way
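Assay system: mouse IAP enzyme; reagent: chemiluminescent substrate CDP-Star; dosing: test compounds delivered from DMSO solution; schedule: 30 min at room temperature; measured by: luminescence from enzymatic CDP-Star hydrolysis; controls: DMSO-only wells and no-enzyme negative control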
hIAP inh: human IAP inhibitors, primary screen, biochemical, luminescence, uHTS. Intestinal-type alkaline phosphatase (Homo sapiens), P09923. purified IAP, CDP-Star luminescence, 30 min. inhibition, % at 10 µM. 0.12% of 330,000 active. AID 2544, 2010;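 active = inhibition reaching a set limit with compound at 10 µM in the primary screen, cut at about 35% in these data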;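 note: plate controls were DMSO wells with enzyme for no effect and no-enzyme buffer wells for full effect; values of inactives mirror those of a sister screen read the other way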
Target sequence (P09923 whole entry, looked up): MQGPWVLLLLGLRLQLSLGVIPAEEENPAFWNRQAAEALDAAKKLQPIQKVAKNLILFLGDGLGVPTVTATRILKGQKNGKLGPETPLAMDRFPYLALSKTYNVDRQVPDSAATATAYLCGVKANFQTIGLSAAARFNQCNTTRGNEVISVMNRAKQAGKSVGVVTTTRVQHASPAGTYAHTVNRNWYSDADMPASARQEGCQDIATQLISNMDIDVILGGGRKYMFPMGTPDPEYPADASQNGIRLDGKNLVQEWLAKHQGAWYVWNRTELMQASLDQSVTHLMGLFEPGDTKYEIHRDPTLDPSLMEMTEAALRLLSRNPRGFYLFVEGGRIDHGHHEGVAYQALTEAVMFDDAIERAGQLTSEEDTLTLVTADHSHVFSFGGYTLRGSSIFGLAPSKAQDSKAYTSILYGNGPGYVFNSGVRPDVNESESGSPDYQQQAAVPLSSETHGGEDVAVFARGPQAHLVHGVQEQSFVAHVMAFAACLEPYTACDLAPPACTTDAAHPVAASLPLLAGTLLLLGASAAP
A3A deaminase: APOBEC3A ssDNA deaminase inhibitors, primary screen, selectivity assay for APOBEC3G inhibitor project, biochemical, FAM/TAMRA oligo cleavage fluorescence. DNA dC->dU-editing enzyme APOBEC-3A (Homo sapiens), P31941. recombinant A3A, FAM/TAMRA ssDNA deamination fluorescence. inhibition, % at 20 µM. 0.41% of 330,000 active. AID 493011, 2011;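 active = at least 40% inhibition at 20 µM here, with at most 30% in a related deaminase screen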;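 note: plate controls were A3A with DMSO for no effect and wells lacking A3A enzyme for full effect; some results filed as inactive read as strong as hits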
Target sequence (P31941 whole entry, looked up): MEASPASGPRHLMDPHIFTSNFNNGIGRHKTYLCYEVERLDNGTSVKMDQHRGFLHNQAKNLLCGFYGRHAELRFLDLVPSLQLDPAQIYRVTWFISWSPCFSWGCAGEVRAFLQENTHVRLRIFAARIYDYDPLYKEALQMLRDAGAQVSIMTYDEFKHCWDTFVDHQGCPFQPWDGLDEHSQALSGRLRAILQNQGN
A3G deaminase: APOBEC3G DNA deaminase inhibitors, primary screen, biochemical, fluorescence, single-stranded DNA substrate, uHTS; recombinant A3G, ssDNA deamination FAM/TAMRA fluorescence; inhibition, % at 20 µM; 0.28% of 330,000 active;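 active = inhibition of at least 40% at 20 µM, with no more than 30% in the related APOBEC3A deaminase screen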;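 note: plate controls were DMSO wells with A3G for no effect and wells lacking A3G enzyme for full effect; some compounds called inactive have numbers as strong as hits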
Target sequence (Q9HC16 whole entry, looked up): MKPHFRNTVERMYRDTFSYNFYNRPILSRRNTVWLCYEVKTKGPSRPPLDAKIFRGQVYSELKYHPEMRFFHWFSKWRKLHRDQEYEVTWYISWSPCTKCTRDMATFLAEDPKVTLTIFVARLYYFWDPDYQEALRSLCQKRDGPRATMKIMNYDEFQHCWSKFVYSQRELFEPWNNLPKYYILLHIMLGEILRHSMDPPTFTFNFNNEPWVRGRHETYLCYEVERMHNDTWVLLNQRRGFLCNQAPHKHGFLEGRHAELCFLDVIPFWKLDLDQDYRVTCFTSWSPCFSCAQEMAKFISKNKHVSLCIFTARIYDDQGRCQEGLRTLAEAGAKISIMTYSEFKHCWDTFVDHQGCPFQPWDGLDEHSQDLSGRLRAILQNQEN
GRIN3A LBD mod: binders of NR3A ligand-binding domain, primary screen, biophysical, differential scanning fluorimetry, uHTS; NR3A LBD differential scanning fluorimetry, Tm shift; 0% = protein alone, 100% = glycine-bound protein; Tm shift relative to glycine control, % at 25 µM; 2.5% of 340,000 active; AID 1259313, 2017;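 active = melting temperature shift of at least 10% of the positive control shift, at one fixed dose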
mIAP inh: inhibitors of mouse IAP, primary screen, biochemical, luminescence, uHTS; intestinal alkaline phosphatase [Mus musculus]; purified mouse IAP, CDP-Star luminescence, 30 min; inhibition, % at 10 µM; 0.2% of 330,000 active; AID 2806, 2010;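 active = inhibition of at least 40% at 10 µM in the primary screen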;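 note: plate controls were DMSO with enzyme for no effect and no enzyme wells for full effect; values of inactives mirror those of a sister screen read the other way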
hIAP activ: human IAP activators, primary screen, biochemical, luminescence, uHTS; Intestinal-type alkaline phosphatase (Homo sapiens), P09923; purified human IAP, CDP-Star luminescence, 30 min; active compounds read high; 1 = vehicle-only enzyme, 0 = enzyme-free background; activation factor at 10 µM; 0.16% of 330,000 active; AID 2524, 2010;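 active = activation factor of the enzyme at least 2-fold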; note: the source names both 10 and 20 µM as test concentration; values of inactives mirror those of a sister screen read the other way
* = called active by the depositor.

SMILES	MPTP inh	beta cell repl	mIAP activ	hIAP inh	A3A deaminase	A3G deaminase	GRIN3A LBD mod	mIAP inh	hIAP activ
CC(=O)Nc1ccc(S(=O)(=O)N2CCN(CC3CC4C=CC3C4)CC2)cc1 (centres undefined)	-2.7	-1	1	7	-1	-2	0	0	0.93
O=C(NCC(c1cccs1)N1CCOCC1)c1cc(S(=O)(=O)N2CCOCC2)ccc1F (centres undefined)	0.1	5	1.1	-15	2	-10	3	-6	1.2
O=C(NCc1ccco1)c1cc([N+](=O)[O-])ccc1Cl	-0.5	0	0.98	26	3	-5	0	2	0.74
CCOc1ccccc1N1CCN(CC(=O)Nc2nnc(CC)s2)CC1	-1.4	-2	0.99	13	-1	-3	2	1	0.87
CCOC(=O)c1[nH]c2ccc(F)cc2c1N=C(C)N(CC)CC	-3.2	-3	1.2	-3	-5	-10	-2	-21	1
CCCc1cc(=O)[nH]c2nnc(SCC(=O)N3CC(C)OC(C)C3)n12 (centres undefined)	-1.7	3	1	12	-2	-8	-1	-1	0.88
O=C(CSc1nc2ccc(Cl)cc2[nH]1)c1c[nH]c2ccccc12	5.9	-4	0.84	-15	0	3	12*	16	1.1
O=C(COc1ccc(Br)cc1Cl)NC1CCCCC1	0.2	-2	0.96	-7	-4	-3	2	4	1.1
O=C(NCc1ccc2c(c1)OCO2)C1CCCN(S(=O)(=O)c2cccc3nonc23)C1 (centres undefined)	-3.2	-1	1.2	-6	-1	-5	6	-16	1.1
CCC1(CC)NC(=O)N(CC(=O)NC(=O)NCc2ccccc2)C1=O	-0.2	0	0.97	-6	28	7	-2	3	1.1
Cc1cccc(NC(=S)NNC(=O)c2cc3c(s2)CCC(C)C3)c1C (centres undefined)	16	-3	1.1	6	-5	-4	-3	-5	0.94
N/C(Cn1cncn1)=N\OC(=O)c1ccc(Cl)cc1	-1.6	1	0.97	10	1	-4	-1	3	0.9
CC(=O)c1cnc2nc(SCc3ccccc3)nn2c1C	-0.4	-2	0.98	15	-3	-2	1	2	0.85
CCCc1cc(=O)oc2cc(OC(C)C(=O)NCC3CCC(C(=O)O)CC3)ccc12 (centres undefined)	1.5	-2	1.2	-31	-5	-4	0	-22	1.3
Cc1ccc(OCC(=O)NC2CC(C)(C)NC(C)(C)C2)cc1C	-0.2	-5	0.89	7	-2	-4	-1	11	0.93
COc1cccc(OC)c1C(=O)Nc1c(C)n(C)n(-c2ccccc2)c1=O	-0.2	0	0.99	15	-5	-8	0	1	0.85
O=C(c1ccccn1)N1CCCC(N2CCN(Cc3ccc4c(c3)OCO4)CC2)C1 (centres undefined)	-0.9	0	1	-2	-1	-4	0	-3	1
Brc1ccc(CN2CCN(Cc3c[nH]c4ccccc34)CC2)cc1	2.6	-4	1	-1	-1	-8	-2	-2	1
O=C(CN1CCN(c2ccccc2F)CC1)c1ccc2c(c1)OCO2	-4.4	-1	0.97	23	-1	-3	3	3	0.77
CCn1nc(C(=O)N2CCc3ccccc32)c2ccccc2c1=O	-0.9	-3	1.1	-12	-1	4	-1	-14	1.1
Cc1ccc(NC(=O)c2cccs2)cc1NC(=O)c1ccco1	0.0	-3	1	-3	1	-1	3	-2	1
CCCC1=C(C(=O)OCC)C(c2ccccc2OC)NC(=O)N1 (centres undefined)	-0.6	0	0.98	-2	-1	-1	0	2	1
CCN1CCN(C(=S)c2ccc(SC)cc2)CC1	-0.4	-4	0.99	3	-1	0	1	1	0.97
COC(=O)[C@H](Cc1ccccc1)NC(=O)NC(C)CCc1ccccc1 (some centres undefined)	1.5	-3	1.1	-4	-1	-5	1	-7	1
Cc1ccc(OCCn2cnc3c2c(=O)n(C)c(=O)n3C)cc1	0.6	0	1	-4	0	-4	0	-1	1
CC(C)CCn1c(SCCN2CCOCC2)nc2c1c(=O)[nH]c(=O)n2C	0.0	-1	0.88	9	-3	-3	2	12	0.91
COC(=O)CN1C(=O)C(C)(C)Oc2ccc(C(=O)NC3CCCC3)cc21	-0.7	-1	1	-11	3	3	0	-2	1.1
CC(C)N(C(=O)CSc1nc2ccccc2n1-c1ccccc1)C(C)C	-3.4	-4	1	3	4	-1	-1	0	0.97
CCCCN1C(=O)C(NC(C)=O)c2ccccc21 (centres undefined)	-1.0	-1	1	9	2	-4	2	0	0.91
Cc1ccc(S(=O)(=O)c2nc(NC3CCS(=O)(=O)C3)sc2Cl)cc1 (centres undefined)	-1.4	-1	1.1	6	-5	-7	4	-5	0.94
O=C(Nc1ccccc1C(=O)O)c1cc(S(=O)(=O)Nc2cccc(F)c2)ccc1Cl	0.9	-2	1.1	9	1	-7	-1	-6	0.91
CCOP(=O)(O)c1ccccc1OCCOc1ccccc1P(=O)(O)OCC	1.5	-1	0.91	1	0	-7	-1	10	0.99
O=C(/C=C/c1ccco1)N(Cc1cccc(Br)c1)C1CCS(=O)(=O)C1 (centres undefined)	2.5	-2	1.1	-2	-4	-9	0	-5	1
N#CCCN(C(=O)COC(=O)CNC(=O)c1cccs1)c1ccc(F)cc1	-1.0	5	1	29	-2	-11	0	-1	0.71
O=C(Nc1nnc(C2CC2)s1)c1ccc(Cl)c(S(=O)(=O)N2CCc3ccccc3C2)c1	51*	0	0.92	1	3	-4	4	8	0.99
O=C(O)CC(c1ccc(OC2CCCC2)cc1)N1C(=O)c2ccccc2C1=O (centres undefined)	0.2	-4	1.1	-4	-3	-7	-2	-11	1
CCCOc1ccccc1-c1nc2c([nH]1)c(=O)[nH]c(=O)n2C	0.9	3	0.95	30	1	2	-6	5	0.69
COc1ccc(C)cc1-n1nnnc1SCC(=O)Nc1cccnc1Cl	2.4	0	0.99	-12	1	-3	-2	1	1.1
CSc1ccccc1NC(=O)COc1ccc2c(c1)OCO2	-0.1	-1	0.97	-2	2	-4	1	3	1
COc1ccc(C(=O)NC(=S)NCc2cccnc2)cc1Cl	-2.3	0	0.95	-2	-2	-3	0	5	1
O=C(CN1C(=O)/C(=C2/SC(=S)N(CCS(=O)(=O)O)C2=O)c2ccccc21)Nc1cccc(C(F)(F)F)c1	-1.0	-4	0.93	2	0	3	8	7	0.98
O=C(NCCc1c[nH]c2ccccc12)C1CCN(S(=O)(=O)c2ccccc2)CC1	-0.8	5	0.96	6	-4	-4	1	4	0.94
Cc1ccc(-n2c(O)c(/C=N/Nc3ccc(S(=O)(=O)N4CCOCC4)cc3[N+](=O)[O-])c3ccccc3c2=O)c(C)c1	110*	-5	0.9	20	-2	-5	-1	10	0.8
COc1ncnc(OC)c1S(=O)(=O)NCc1ccccc1	3.4	-3	1	-1	-2	-5	-5	-1	1
O=C(CCS(=O)(=O)c1ccc(Cl)cc1)N1CCCc2ccccc21	0.2	5	1	-25	0	-9	2	-3	1.3
CCC1(C)Cc2c(sc3nn[nH]c(=O)c23)CO1 (centres undefined)	-3.8	0	0.94	10	2	-2	0	6	0.9
CCOc1ccc2oc(C(=O)NCc3nc4ccccc4[nH]3)c(C)c2c1	-0.4	3	1	-21	-3	-9	-4	-4	1.2
O=[N+]([O-])c1ccccc1S(=O)(=O)N1CCCc2ccccc21	-1.2	0	1.1	22	-9	-4	4	-5	0.78
CCN1CCN(C(=O)/C(=C/c2ccco2)NC(=O)c2ccccc2)CC1	-0.9	1	0.92	2	-2	-3	-2	8	0.98
O=[N+]([O-])c1cc(S(=O)(=O)O)cc([N+](=O)[O-])c1NN(c1ccccc1)c1ccccc1	0.3	1	0.96	26	10	3	-22	4	0.74

2 entries from above, set out differently:
Below each compound – MPTP inh	beta cell repl	mIAP activ	hIAP inh	A3A deaminase	A3G deaminase	GRIN3A LBD mod	mIAP inh	hIAP activ
CCC1(C)Cc2c(sc3nn[nH]c(=O)c23)CO1 (centres undefined)
→ -3.8	0	0.94	10	2	-2	0	6	0.9
O=C(CCS(=O)(=O)c1ccc(Cl)cc1)N1CCCc2ccccc21
→ 0.2	5	1	-25	0	-9	2	-3	1.3

Further entries:
SMILES	MPTP inh	beta cell repl	mIAP activ	hIAP inh	A3A deaminase	A3G deaminase	GRIN3A LBD mod	mIAP inh	hIAP activ
Cc1ccsc1C(=O)NCc1ccc(Cl)cc1	2.3	-1	1	-25	2	-4	1	-4	1.3
COc1cc(OC)c(N2CC34C=CC(O3)C(C(=O)O)C4C2=O)cc1Cl (centres undefined)	-1.4	-2	1	-8	-19	-5	1	0	1.1
Cc1ccn2c(NC3CCCC3)c(-c3ccccn3)nc2c1	1.0	-6	1.1	-26	-1	-4	-5	-14	1.3
COc1ccccc1/C=C/C=N/NC(=O)CN1CCN(S(=O)(=O)c2ccc(C)cc2)CC1	1.0	0	0.95	-19	2	-5	0	5	1.2
CCCCc1c(C)c(C#N)c2nc3ccccc3n2c1Nc1c(C)n(C)n(-c2ccccc2)c1=O	2.2	-2	0.87	11	0	4	-1	13	0.89
COc1ccc(CC2S/C(=N/N=C/c3ccccc3O)NC2=O)cc1 (centres undefined)	5.7	-6	0.91	2	0	-3	-7	9	0.98
CC1CCN(CCCNC(=O)C2CC(=O)N(C3CCCCCC3)C2)CC1 (centres undefined)	-0.7	0	1	-13	-3	-3	0	-2	1.1
O=C(NC1CCCCC1)N1CCN(c2ccc([N+](=O)[O-])cc2)CC1	1.2	2	1	5	3	-4	-1	0	0.95
COc1ccccc1CC(=O)Nc1cccc(S(=O)(=O)N2CCOCC2)c1	-0.7	-4	1	7	-1	4	-1	-3	0.93
C=C1C(=O)C=C2CN(C(=O)c3ccccc3)[C@@](Cc3ccc(F)cc3)(C(=O)OC)[C@@H]12	-0.2	-8	1	-30	-5	4	12*	-2	1.3

Some entries already given, showing only mIAP activ and A3A deaminase:
structure,mIAP activ,A3A deaminase
COc1ccccc1CC(=O)Nc1cccc(S(=O)(=O)N2CCOCC2)c1,1,-1
COc1cc(OC)c(N2CC34C=CC(O3)C(C(=O)O)C4C2=O)cc1Cl (centres undefined),1,-19
COc1ccc(CC2S/C(=N/N=C/c3ccccc3O)NC2=O)cc1 (centres undefined),0.91,0
CC1CCN(CCCNC(=O)C2CC(=O)N(C3CCCCCC3)C2)CC1 (centres undefined),1,-3

(continued)
SMILES	MPTP inh	beta cell repl	mIAP activ	hIAP inh	A3A deaminase	A3G deaminase	GRIN3A LBD mod	mIAP inh	hIAP activ
Cc1nn(-c2ccc(NC(=O)c3ccncc3)cc2)c(C)c1Cl	80*	-4	0.92	-4	-2	-6	-1	8	1
CC(C)c1ccc(NC(=O)CNC(=O)Cn2ccc3ccccc3c2=O)cc1	1.3	0	0.98	-9	2	-3	-1	2	1.1
CC(C)Nc1c(N)c(=O)oc2ccccc12	-2.3	-1	0.93	26	-3	-8	0	8	0.74
CS(=O)(=O)N1CCC(C(=O)NCc2ccncc2)CC1	2.0	-2	1	-10	2	1	-3	-2	1.1
Cc1ccc(-c2nn3c(C)nnc3c3ccccc23)cc1S(=O)(=O)NCc1ccccc1	-1.3	-2	1	-22	2	-2	-2	0	1.2
CNc1c([N+](=O)[O-])ncn1C	-6.5	-3	1	5	-6	-7	1	-1	0.95
Cc1ccc(S(=O)(=O)NCC(=O)OCC(=O)c2c(N)n(C)c(=O)n(C)c2=O)cc1	-1.6	-2	1.1	-5	4	-9	-5	-12	1.1
